High-throughput results deposited in PubChem by Broad Institute.
RAD52 inh – RAD52 (human) annealing inhibition. P43351. recombinant RAD52 DNA annealing, FRET fluorescence. inhibition, % at 18.7 µM. 360,000 tested, 0.46% active;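 active = every replicate showing at least 50% inhibition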
RAD54 branch – inhibitors of human RAD54 branch migration | inhibition, % at 10.4 µM | 360,000 tested, 0.14% active | RAD54 Holliday junction branch migration, FAM/BHQ fluorescence | Q92698;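 active = mean normalized replicate activity at least 40 and at least half of replicates scoring 40 or more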;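 also: 0% = median of neutral control wells and 100% = median of positive control wells; inhibitors cause a drop in the FAM fluorescence signal; in these data hits start at about 50%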
Target sequence (Q92698 whole entry, looked up): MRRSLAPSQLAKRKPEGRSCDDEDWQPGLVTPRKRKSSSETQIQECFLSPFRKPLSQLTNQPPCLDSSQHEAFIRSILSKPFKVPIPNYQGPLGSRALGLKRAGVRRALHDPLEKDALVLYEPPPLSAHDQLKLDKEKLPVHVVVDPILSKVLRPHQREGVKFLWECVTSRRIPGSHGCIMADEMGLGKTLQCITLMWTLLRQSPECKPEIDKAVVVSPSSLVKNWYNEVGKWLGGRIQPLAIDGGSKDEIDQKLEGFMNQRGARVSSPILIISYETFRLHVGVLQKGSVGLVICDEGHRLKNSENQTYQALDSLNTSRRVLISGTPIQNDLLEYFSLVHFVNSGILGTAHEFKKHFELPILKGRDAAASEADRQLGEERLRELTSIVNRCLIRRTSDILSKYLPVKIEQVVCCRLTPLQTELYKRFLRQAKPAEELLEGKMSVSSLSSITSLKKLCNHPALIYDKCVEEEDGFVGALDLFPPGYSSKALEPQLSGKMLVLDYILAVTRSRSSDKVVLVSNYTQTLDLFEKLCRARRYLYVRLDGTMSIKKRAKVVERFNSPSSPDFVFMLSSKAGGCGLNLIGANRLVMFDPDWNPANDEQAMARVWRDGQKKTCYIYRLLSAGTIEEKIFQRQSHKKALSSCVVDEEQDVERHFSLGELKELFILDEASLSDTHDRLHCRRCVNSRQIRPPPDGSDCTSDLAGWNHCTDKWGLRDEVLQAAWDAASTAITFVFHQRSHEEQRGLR
ARNT-TACC3 inh – disruptors of human ARNT/TACC3 interaction | AlphaScreen His-ARNT PAS-B/GST-TACC3 binding, luminescence; TACC3 fragment carries E629A point mutation | inhibition, % at 9.99 µM | 390,000 tested, 0.66% active;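 active = mean inhibition of replicates at least 50% and at least half of replicates each reaching 50%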;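 also: 0% = complete ARNT plus TACC3 wells and 100% = ARNT alone without TACC3; many hits fall short of the cut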
ERp5 inh – inhibitors of human ERp5; Q15084; inhibition, % at 9.99 µM; ERp5 insulin aggregation, absorbance 650 nm, 90 min; 350,000 tested, 0.05% active;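 active = mean replicate inhibition above about 25%, with every replicate also reaching it, limit read from the data, passing the limit was not always enough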
E-selectin induc – induces E-selectin expression in human endothelial cells. P16581. HUVEC E-selectin immunofluorescence imaging; normalized: neutral wells 0, TNF-alpha wells 100. activation, % at 7.58 µM. 260,000 tested, 0.37% active;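 active = mean E-selectin-positive cell signal at least 10% of the positive control, reached in at least 60% of replicates, without over 20% cell loss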;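 also: in these data hits start at about 27%; measured in HUVEC primary endothelial cells; signal is the percent of cells scored E-selectin positive by PE staining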
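System: HUVEC, human umbilical vein endothelial cells; quantity: 3,000 cells/well; buffer or medium: EGM-2 medium, gelatin-coated wells; dosing: single-point compound dose; detection: immunofluorescence imaging; evaluation: % PE-positive cells; benchmarks: TNF-alpha, DMSO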
PglD DTNB – PglD (C. jejuni) enzyme inhibition; 360,000 tested, 0.098% active; purified PglD enzyme, DTNB colorimetric CoA detection; inhibition, % at 12.5 µM; in the data active = inhibition above about 16%, passing the limit was not always enough; also: strong numbers were not always called active
Casp6 inh – caspase-6 (human) enzyme inhibition; AID 686996; inhibition, % at 12.5 µM; purified caspase-6, Z-VEID-R110 cleavage fluorescence; 350,000 tested, 0.53% active; P55212;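 active = mean inhibition across replicates at least about 35%, with every replicate also reaching that limit, limit read from the data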;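 also: 0% = median of neutral control wells and 100% = no fluorescence left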
Target sequence (P55212 24-179 limits assumed): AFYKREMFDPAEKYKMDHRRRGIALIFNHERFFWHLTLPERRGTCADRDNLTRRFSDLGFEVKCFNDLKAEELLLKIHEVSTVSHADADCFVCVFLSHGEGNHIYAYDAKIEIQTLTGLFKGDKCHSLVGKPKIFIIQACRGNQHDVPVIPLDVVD
Target sequence (P55212 194-293 limits assumed): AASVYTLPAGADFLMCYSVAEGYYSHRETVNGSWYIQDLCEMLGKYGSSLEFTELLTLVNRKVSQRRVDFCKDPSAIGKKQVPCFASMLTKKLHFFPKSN
esBAF inh – inhibitors of esBAF chromatin remodeling in mouse ES cells; Bmi1-luciferase knock-in reporter, 24 h; 100% = twice the neutral-well signal; reporter increase, % at 12.5 µM; 350,000 tested, 2% active; in the data active = activation above about 40%;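 also: 0% = median of the plate's neutral control wells and 100% = double that signal; a rise in the Bmi1 reporter signal indicates esBAF inhibition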
* = called active by the depositor; nt = not tested or not shown; & = joins results of further samples.

SMILES	RAD52 inh	RAD54 branch	ARNT-TACC3 inh	ERp5 inh	E-selectin induc	PglD DTNB	Casp6 inh	esBAF inh
Cc1ccc(S(=O)(=O)N2CCC(NC(=O)c3ccccc3)CC2)cc1	-2	nt	31	-1	2.0	nt	4	nt
COc1ccnc(CSC(N)=Nc2ccc(F)cc2)c1	nt	13	82*	nt	nt	7	nt	56*
O=C1CCC(=O)N(O)CCCCCNC(=O)CCC(=O)N(O)CCCCNC(=O)CCC(=O)N(O)CCCCCN1	6	6	nt	-1	nt	-2	-5	1
O=c1[nH]cnc2c1c(-c1ccccc1)cn2-c1ccc(F)cc1	-8	8	nt	-1	1.8	-10	2	nt
COc1ccc(C(=O)NCCNC(=O)c2ccc(OC)cc2)cc1	-4	-12	-5	1	1.1	-5	-1	-5
Brc1cccc(/C=N\n2cnnc2)c1	nt	-7	6	nt	nt	-4	nt	-4
Cc1nc(C(=O)NNC(=O)c2c(-c3c(Cl)cccc3Cl)noc2C)cs1	-6	nt	-1	2	-0.1	nt	-2	-11
COc1ccc(NC(=O)N(C)C[C@@H]2Oc3c(NS(C)(=O)=O)cccc3C(=O)N([C@@H](C)CO)C[C@H]2C)cc1	3	6	-1	5	nt	1	1	5
CCC(C(=O)N1CCOCC1)n1nc(C)n2c(cc3cc(C)ccc32)c1=O (stereo not given)	-3	-3	-8	3	nt	1	1	-2
Cc1cc(Br)cn2c(Cc3ccccc3C(F)(F)F)c(C3CCCCC3)nc12	-15	12	nt	11	0.8	-2	-8	-1
COc1ccc(N2CCN(C(=O)CN3CCN(c4nc(-c5ccc(F)cc5)cs4)CC3)CC2)cc1	-7	0	8	-1	0.0	nt	3	-23
CCN1CCN(C(c2cccs2)C(C)NS(=O)(=O)c2ccc(F)cc2)CC1 (stereo not given)	4	-4	0	2	nt	4	-1	1
COc1cccc(NC(=O)CCNS(=O)(=O)c2ccc3c(c2)CC(C)N3C(=O)C2CC2)c1 (stereo not given)	-3	2	8	2	nt	-5	0	-2
COc1ccccc1-n1nc(C)c(-c2ccccc2)c1N	2	nt	37	1	nt	nt	-1	nt
COc1ccccc1C(c1nnnn1C(C)(C)C)N1CCN(Cc2ccncc2)CC1 (stereo not given)	nt	4	-1	nt	nt	4	nt	0
O=C(CCCN1C(=O)C2CC=CCC2C1=O)Nc1ccccc1F (stereo not given)	-14	-5	2	0	-0.2	1	-1	9
CC(C)(C)NC(=O)COC(=O)c1cc(F)c(F)cc1Cl	nt	-16	-4	nt	nt	-5	nt	-3
O=C(COc1ccc2oc(-c3ccco3)cc(=O)c2c1)N1CCCCC1	-15	nt	3	1	4.0	nt	20	nt
COc1ccc(CNC(=O)C(=O)NCC2OCCN2S(=O)(=O)c2ccc(F)cc2)cc1 (stereo not given)	-16	7	-8	0	0.3	-3	2	0
CC(C)NCC(O)COC1C2CC3CC(C2)CC1C3 (stereo not given)	-13	nt	-1	11	nt	nt	0	nt
C[C@@H]1CN([C@H](C)CO)C(=O)CCCn2nncc2CO[C@@H]1CN(C)C(=O)CCC(F)(F)F	5&12&-4	6&-2&-12	-3&-11	6&-3&8	0.1&0.2	0&-1&-1	1&0&-1	-1&3&-3
Cc1cc(S(=O)(=O)NCCCN2CCOCC2)c(C)cc1Cl	-12	1	-6	4	0.2	-1	-3	10
CN(CCCC1CCCC1)C(=O)c1cc(COc2ccc(F)c(F)c2)on1	-15	5	-21	3	-0.1	-6	-2	0
COCCn1nnnc1C(c1cc2cc(OC)ccc2[nH]c1=O)N1CCC(Cc2ccccc2)CC1 (stereo not given)	-14	-9	0	5	nt	-1	0	2
CC(Oc1ccccc1)C(=O)Nc1ccc(S(=O)(=O)Nc2nccs2)cc1 (stereo not given)	-12	-10	-2	1	nt	3	-1	3
COCC(=O)Nc1ccc2c(c1)[C@H]1C[C@H](CC(=O)NCc3ccc(Cl)cc3)O[C@H](CO)[C@H]1O2	nt	-4	4	nt	-0.7	8	nt	-2
O=C(c1ccncc1)N1CCN(S(=O)(=O)c2ccccc2Br)CC1	-8	-4	nt	1	nt	1	1	-4
CC(=O)c1ccc(S(=O)(=O)NC2CC(=O)N(c3ccc4c(c3)OCCO4)C2)cc1 (stereo not given)	-6	nt	-8	-3	nt	nt	5	nt
CCN(Cc1ccc(O)cc1)CC1CCCN(CCc2cccc(F)c2)C1 (stereo not given)	-18	0	-3	1	3.2	6	-23	-4
CCN1CCCC1CNC(=O)C1c2ccccc2C(=O)N(CCOC)C1c1ccc(F)cc1 (stereo not given)	nt	9	-3	nt	nt	7	nt	-4
Cc1cc(NC(=O)COc2ccc(C(C)(C)C)cc2)no1	-14	-4	1	-2	0.2	1	-4	4
CCCn1c(SCC(=O)N2CCN(S(=O)(=O)c3ccc(Cl)cc3)CC2)n[nH]c1=O	nt	-1	0	nt	nt	-4	nt	6
COc1cccc(NC(=O)N(C)C[C@@H]2Oc3cc(-c4ccccc4OC)ccc3S(=O)(=O)N([C@H](C)CO)C[C@@H]2C)c1	-43	-2	-8	1	-0.1	-4	0	0
Cc1ccc(/C=C(\NC(=O)c2ccc(C)cc2)c2nc(=S)[nH][nH]2)cc1	-22	3	16	4	nt	-2	1	-34
C[C@H](CO)N1C[C@H](C)[C@H](CN(C)Cc2ccc(C(=O)O)cc2)Oc2ncc(C3=CCCCC3)cc2C1=O	13	2	-6	-3	0.2	0	0	-1
COc1cccc(N=CC=C2OC(C)(C)C(C)(C)O2)c1	-17	nt	-5	4	-0.7	nt	nt	nt
CN(CC(=O)Nc1ccc(S(=O)(=O)N2CCCC2)cc1)CC(=O)Nc1ccc(F)c(F)c1F	-33	nt	0	5	3.1	nt	2	nt
Cc1noc(C)c1NC(=O)N(C)C[C@@H]1Oc2ccc(NC(=O)Cc3cn(C)c4ccccc34)cc2CC(=O)N([C@H](C)CO)C[C@H]1C	-6	15	-4	-8	0.5	2	2	0
O=c1cc(N2CCCCC2)c(-c2ccccc2)nn1Cc1ccc(Cl)cc1Cl	nt	-1	3	nt	nt	1	nt	6
CCCN(CCC)CCNC(=O)CCC(=O)Nc1ccc2nc(N3CCN(C)CC3)cc(C)c2c1	36	nt	9	-1	nt	nt	-90	-3

esBAF inh: hit marks shown above.
mol,RAD52 inh,ARNT-TACC3 inh,ERp5 inh,PglD DTNB,Casp6 inh,esBAF inh
COc1ccnc(CSC(N)=Nc2ccc(F)cc2)c1,nt,82*,nt,7,nt,56*

More structures.
SMILES	RAD52 inh	RAD54 branch	ARNT-TACC3 inh	ERp5 inh	E-selectin induc	PglD DTNB	Casp6 inh	esBAF inh
CC(C)[C@H](NC(=O)c1ccccc1F)C(=O)OCC(=O)Nc1sccc1C(N)=O	-18	-4	-5	0	-1.8	-2	0	-11
C[C@@H]1CN([C@@H](C)CO)C(=O)c2cc(-c3ccccc3)cnc2O[C@@H]1CN(C)C(=O)c1ccccc1F	2	-3	7	-1	0.0	3	nt	-3
O=[N+]([O-])c1ccc(CN2CCN(c3ncccn3)CC2)cc1	-1	-9	-6	2	0.0	4	-2	1
N#C/C(=C\c1c(N2CCCCCC2)nc2ccccn2c1=O)C(N)=O	-12	-1	3	9	0.0	-6	2	-1
Cc1cc(F)ccc1S(=O)(=O)N1CCCCC1CCNC(=O)C(=O)NCCN1CCOCC1 (stereo not given)	-6	3	5	-4	-4.2	1	-1	4
CCCCn1c(N)c(N(CCOC)C(=O)CCNC(=O)c2ccc(Cl)cc2)c(=O)[nH]c1=O	7	-20	1	5	nt	-2	0	nt
O=C(COC(=O)/C=C/c1ccccc1)NNC(=O)c1ccccc1F	3	6	-4	-2	7.0	0	2	18
Cc1c(Cl)cccc1NC(=S)N1CCN(C(=O)c2ccco2)CC1	-5	6	-1	6	nt	-2	-3	-8
CCOc1ccc(OCCCC(=O)NCCOc2ccccc2OC)cc1	-5	13	0	0	-0.4	2	-2	-7
CCCCn1c(=O)c(C(C)=O)c(O)c2ccccc21	-4	-4	3	-3	0.0	6	-3	-3
Cc1ccc(NC(=O)CN2CCCC2)cc1	7	-13	-3	1	nt	-5	-1	4
COc1ccc(Cl)cc1NC(=O)CN(C)C(=O)c1cc2c(s1)CCC(C)C2 (stereo not given)	-15	nt	-2	7	0.2	nt	-2	nt
COC(=O)Nc1cccn(Cc2c(Cl)cccc2Cl)c1=O	nt	-7	-4	nt	nt	-3	nt	13
COc1ccc(N2CCN(C(=O)c3ccc(COc4ccc5c(C)cc(=O)oc5c4)cc3)CC2)cc1	-11	nt	4	3	nt	nt	3	nt
C[C@H](CO)N1C[C@H](C)[C@@H](CN(C)C(=O)Nc2ccc(F)cc2)OCc2ccccc2-c2ccccc2C1=O	11	-1	31	-4	1.0	2	-8	-15
Cc1nc(NC(=O)CCN2C(=O)C3CC=CCC3C2=O)sc1C (stereo not given)	-15	15	-1	0	-0.1	-1	-3	11
CC1CCC(NC(=O)C2CCN(c3c4c(nc5ncnn35)CCC4)CC2)CC1 (stereo not given)	nt	8	-7	nt	nt	0	nt	41*
CC1CCC2(CC1)NC(=O)N(CC(=O)NCCc1c[nH]c3ccccc13)C2=O (stereo not given)	-5	-3	3	-7	nt	-3	-2	-2
C[C@@H]1CCCCO[C@H](CN(C)CC2CCCCC2)[C@H](C)CN([C@H](C)CO)C(=O)c2cc(NC(=O)C3CCCCC3)ccc2O1	-15	0	17	2	2.2	4	-1	0
CCSc1nc2cc(S(=O)(=O)N3CCOCC3)ccc2o1	10	0	-2	4	nt	0	3	2
COCC(=O)N1CC2(CCN(C(=O)c3ccccn3)CC2)c2c(n(C)c3cc(OC)ccc23)[C@H]1CO	13	nt	nt	-5	0.6	nt	3	nt
C[C@H](CO)N1C[C@H](C)[C@@H](CN(C)Cc2ccc(C(=O)O)cc2)Oc2c(NC(=O)Nc3ccc(F)cc3)cccc2C1=O	-9	0	-4	2	0.2	1	0	-2
O=C(Nc1sc2c(c1C(=O)c1ccccc1)CCCC2)c1cccnc1	-2	nt	-20	-2	-0.2	nt	2	nt
COc1ccc(Cc2nc3ccc(C(=O)N4CCC[C@H]4CO)cc3o2)cc1	-1	9	-2	10	0.2	0	2	nt
O=C(Nc1ccccc1F)Nc1cc(Cl)ccc1-n1cncn1	-8	3	-11	-1	0.1	2	1	-5
Cc1cc(C)c(NC(=O)CN2CCN(c3ccccn3)CC2)c(C)c1	-5	-11	-2	0	0.2	0	-4	6
CC1CCC2(CC1)C(Nc1cccc(Cl)c1)=NC(=S)N2CC#N (stereo not given)	nt	3	1	nt	-1.3	5	nt	nt
CSC1=NCCN1C(=O)Cc1cccs1	-2	-2	-13	-2	nt	0	1	3
Cc1ccc(C(=O)N/C(=C\c2cn(C)c3ccccc23)C(=O)NCCN2CCOCC2)cc1	-31	nt	7	2	0.4	nt	4	nt
COc1ccc(/C=N/N(Cc2ccccc2)c2ccccc2)cc1O	-12	5	0	-1	2.6	-5	-4	-2
CCOc1ccc(/C=N/NC(=O)C2CCCC2)c(OCC)c1	-5	-6	-1	5	0.0	2	0	nt

Taken from above.
Result for COc1ccc(/C=N/N(Cc2ccccc2)c2ccccc2)cc1O under RAD54 branch: 5
Result for COCC(=O)N1CC2(CCN(C(=O)c3ccccn3)CC2)c2c(n(C)c3cc(OC)ccc23)[C@H]1CO under Casp6 inh: 3
Result for CC1CCC2(CC1)C(Nc1cccc(Cl)c1)=NC(=S)N2CC#N (stereo not given) under PglD DTNB: 5

Molecules above that contain a CF3 group, in the order listed:
SMILES	RAD52 inh	RAD54 branch	ARNT-TACC3 inh	ERp5 inh	E-selectin induc	PglD DTNB	Casp6 inh	esBAF inh
Cc1cc(Br)cn2c(Cc3ccccc3C(F)(F)F)c(C3CCCCC3)nc12	-15	12	nt	11	0.8	-2	-8	-1
C[C@@H]1CN([C@H](C)CO)C(=O)CCCn2nncc2CO[C@@H]1CN(C)C(=O)CCC(F)(F)F	5&12&-4	6&-2&-12	-3&-11	6&-3&8	0.1&0.2	0&-1&-1	1&0&-1	-1&3&-3
